Assay outcomes: PubChem BioAssay, National Center for Advancing Translational Sciences (NCATS)
Tau fluor cs: Counterscreen qHTS for Inhibitors of Tau Fibril Formation, Fluorescence Polarization | Potency, µM (doses to about 57.7 µM), for inactives: at the highest dose activity change, negative = decrease | tau K18 P301L Alexa594 fluorescence, heparin fibrillization | hit rate 0.93% among 280,000 | AID 1463, 2008; note: % is set by controls: 0 for no effect and ±100 for the full control effect; nearly all actives have a fitted effect of over 55% in size
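Human tau K18 P301L (15 uM unlabeled, 0.24 uM Alexa 594-labeled) in 100 mM sodium acetate pH 7 with 20 uM heparin, 6 hr at 37 C. ThT 30 uM added, 1 hr ambient; Alexa 594 FP and total fluorescence read at 555/632 nm.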
Tau fibril ThT: qHTS for Inhibitors of Tau Fibril Formation, Thioflavin T Binding. hit rate 2.1% among 270,000. recombinant tau K18 P301L, heparin-induced fibrillization, ThT fluorescence. AID 1460, 2008. Microtubule-associated protein tau (Homo sapiens), P10636. Potency, µM (top dose mostly 57.4 µM), without a hit: at the top dose activity, negative = inhibition, hits mostly inhibitors; note: % is set by controls: 0 for no effect and ±100 for the full control effect; nearly all actives have a fitted effect of over 55% in size
Target sequence (P10636 561-689 P618L limits assumed): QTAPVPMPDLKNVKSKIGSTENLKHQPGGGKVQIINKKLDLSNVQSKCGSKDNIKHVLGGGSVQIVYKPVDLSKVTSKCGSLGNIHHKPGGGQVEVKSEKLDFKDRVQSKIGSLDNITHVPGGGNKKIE
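Fibril formation assay: tau K18 P301L at 15 uM with trace Alexa 594 label, heparin inducer 20 uM, pH 7 sodium acetate buffer, 37 C for 6 hr; endpoint ThT signal.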
HTT cytoprotect: qHTS Multiplex Assay to Identify Dual Action Probes in a Cell Model of Huntington: Cytoprotection (ATP); PC12 HTT-Q103 induced, cytoprotection, ATP luminescence, 40 h; Potency, µM (doses to about 56.4 µM), for the others: cytoprotection (ATP increase), hits mostly activators; hit rate 0.14% among 230,000; AID 1471, 2008;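 note: % of control where 0% means no effect; nearly all actives have a fitted effect of over 45% in size; toxic huntingtin expression switched on by the ecdysone agonist tebufenozide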
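Stable PC12 Q103-GFP cells in serum-supplemented, phenol red-free DMEM; induction by tebufenozide at 100 nM final; compound dose series; cell viability quantified luminescently from ATP.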
GAA glycogen mod: qHTS Assay for Inhibitors and Activators of Human alpha-Glucosidase Cleavage of Glycogen; Potency, µM (highest dose often 76.4 µM), without a hit: at the highest dose activity change, negative = inhibition, actives largely listed as inhibitors; hit rate 0.38% among 300,000; Lysosomal alpha-glucosidase (Homo sapiens), P10253; AID 2100, 2009; recombinant GAA, glycogen substrate, Amplex Red glucose oxidase fluorescence;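 note: 0% = full enzyme reaction and -100% = no-enzyme basal signal; the screen sought inhibitors and activators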
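Recombinant human enzyme (4 nM); glycogen substrate; 37 C, 40 min, pH 5.0. Readout: coupled glucose oxidase/Amplex Red fluorescence.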
aGal spleen mod: qHTS Assay for Inhibitors and Activators of Human alpha-Galactosidase From Spleen Homogenate | Alpha-galactosidase A (Homo sapiens), P06280 | human spleen homogenate, 4MU-alpha-Gal fluorescence, 40 min | Potency, µM (top dose mostly 80 µM), for the others: top-dose activity change, negative = inhibition, hits mostly inhibitors | hit rate 0.008% among 240,000 | AID 2107, 2009;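 note: 0% = enzyme with vehicle and -100% = no enzyme basal signal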
Target sequence (P06280 32-429 limits assumed): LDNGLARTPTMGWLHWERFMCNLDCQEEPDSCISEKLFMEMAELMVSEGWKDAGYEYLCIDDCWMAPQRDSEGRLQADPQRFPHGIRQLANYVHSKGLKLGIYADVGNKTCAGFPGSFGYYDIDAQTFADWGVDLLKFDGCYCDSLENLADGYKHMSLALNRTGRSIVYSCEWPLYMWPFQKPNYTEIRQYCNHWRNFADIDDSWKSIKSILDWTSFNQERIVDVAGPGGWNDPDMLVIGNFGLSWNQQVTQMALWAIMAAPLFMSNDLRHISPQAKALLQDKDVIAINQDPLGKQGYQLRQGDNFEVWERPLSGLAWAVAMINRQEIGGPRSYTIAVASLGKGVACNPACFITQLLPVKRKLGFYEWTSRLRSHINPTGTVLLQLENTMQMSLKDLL
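qHTS titration in buffer at pH 5.0. Alpha-galactosidase activity in spleen homogenate was measured via 4-methylumbelliferone release from 1 mM fluorogenic substrate after 40 min at 37C and a pH 10 stop. AC50 came from Hill fits of control-normalized data.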
aGlu spleen mod: qHTS Assay for Inhibitors and Activators of Human alpha-Glucosidase From Spleen Homogenate | Lysosomal alpha-glucosidase (Homo sapiens), P10253 | human spleen homogenate, 4-MU-alpha-glucoside fluorescence | Potency, µM (doses to about 79.9 µM), without a hit: at the highest dose activity change, negative = inhibition, usual class: inhibitors | hit rate 0.006% among 240,000;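 note: 0% = enzyme with vehicle and -100% = no enzyme basal signal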
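Human spleen homogenate (1 ug) with 4-methylumbelliferyl-alpha-D-glucopyranoside (1 mM final) in 50 mM citrate/phosphate pH 5.0, 0.01% Tween-20; 40 min at 37 C. Stopped at pH 10; 4-MU fluorescence Ex 365/Em 440 nm; AC50 by Hill fit.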
GAA inhib: qHTS Assay for Inhibitors of Human alpha-Glucosidase as a Potential Chaperone Treatment of Pompe Disease. Lysosomal alpha-glucosidase (Homo sapiens), P10253. purified human GAA, 4-MU-alpha-glucoside fluorescence. Potency, µM (doses to about 76.9 µM), for inactives: top-dose activity change, negative = inhibition, actives largely listed as inhibitors. hit rate 0.005% among 200,000. AID 1466, 2008;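 note: plate controls were uninhibited enzyme wells for no effect and no-enzyme background for full effect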
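Compounds are titrated up to 77 uM against 4 nM human enzyme. Substrate 4-methylumbelliferyl-alpha-D-pyranoside (400 uM) reacts 20 min at room temperature in pH 5.0 buffer; liberated 4-methylumbelliferone is read at 440 nm.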
Tau fibril FP: qHTS for Inhibitors of Tau Fibril Formation, Fluorescence Polarization. Microtubule-associated protein tau (Homo sapiens), P10636. K18 P301L tau heparin fibrillization, Alexa594 FP, 6 h. Potency, µM (highest dose often 57.7 µM), inactives show top-dose activity, negative = inhibition, most hits filed as inhibitors. hit rate 0.39% among 280,000; note: % is set by controls: 0 for no effect and ±100 for the full control effect; nearly all actives have a fitted effect of over 55% in size
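Read-out: fluorescence polarization of Alexa 594-labeled tau (0.24 uM), 555 nm excitation, 632 nm emission. Mixtures held 15 uM unlabeled K18 P301L, compound and 20 uM heparin, pH 7 acetate buffer, incubated 6 hr at 37 C.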
The depositor's hits bear a star; ? = inconclusive; · = no result given; [ ] = another dose, or the depositor's remark. Calls come from the whole dose curve; as a rule, active = well fitted curve in the direction sought with a large enough effect; inconclusive = small, poorly fitted or top-dose-only effect, or another doubt; inactive = no such curve, though single readings can be large; an effect the other way counts as inactive or inconclusive. Potency is the fitted concentration of half-maximal effect.

smiles	Tau fluor cs	Tau fibril ThT	HTT cytoprotect	GAA glycogen mod	aGal spleen mod	aGlu spleen mod	GAA inhib	Tau fibril FP
O=C(O)Cn1ccnc1	0%	-5%	8%	-11%	4%	4%	-1%	0%
COc1cccc(C(=O)N(Cc2cc3cc(C)ccc3[nH]c2=O)CC2CCCO2)c1 (stereo unspecified)	7%	9%	25%	-12%	0%	-4%	5%	-3%
O=C(N/C=C/c1ccc(Cl)cc1)NCc1ccc(Cl)cc1	?	-18%	-4%	-2%	3%	-2%	-2%	2%
COc1ccc(-c2nc(S(=O)(=O)c3ccc(C)cc3)c(N3CCCC3)o2)cc1	3%	?	15%[10 µM]	-2%	-2%	-10%	0%	4%
Cc1c(Br)c(C(=O)NCc2cc3cc(Cl)ccc3[nH]2)nn1C	?	-2%	·	3%	1%	2%	-11%	-8%
O=C(NC1=NCCS1)c1sc2ccccc2c1Cl	-22%	?	-18%[10 µM]	-2%	7%	7%	-1%	-2%
CN(C)Cc1c(O)c(Cl)cc2c3c(c(=O)oc12)CCCC3	-11%	-16%	10%	?	?	?	?	-2%
O=C(c1cccn2c(=O)c3ccccc3nc12)N1CCN(c2ccccn2)CC1	5%	0%	1%[10 µM]	6%	-19%	-2%	1%	3%
COC(=O)C1(C(F)(F)F)N=C2Sc3ccccc3N2C(N2CCOCC2)=N1 (stereo unspecified)	0%	-3%	-8%[10 µM]	7%	-1%	0%	-1%	-3%
Cc1cc(C)n(-c2nc(SCC(=O)N3CCCC3)c3c4c(sc3n2)CCCC4)n1	3%	?	7%[10 µM]	4%	3%	-5%	-7%	-1%
CC(C)Sc1nc2ccccc2c(=O)[nH]1	-4%	-8%	16%	-3%	1%	-4%	0%	8%
COc1ccc(C(=O)Nc2cc(OC)c(Cl)cc2OC)cc1	-12%	-12%	-29%	0%	5%	4%	-5%	6%
Cc1ccc(C(C(=O)NC(C)(C)C)N(Cc2ccc3c(c2)OCO3)C(=O)c2ccc(CN3CCOCC3)o2)o1 (stereo unspecified)	-6%	-11%	35%[10 µM]	-10%	-1%	6%	13%	6%
Cc1ccnc(SCC(=O)N2CCN(c3ccccc3)CC2)n1	-6%	-17%	11%[10 µM]	4%	-1%	0%	-2%	-12%
Cc1ccc(C(=O)COC(=O)CCc2ccc(S(=O)(=O)N3CCCCC3)cc2)cc1	-6%	-5%	38%[10 µM]	-3%	4%	4%	-4%	4%
CCOC(=O)c1c(NC(=O)c2cc3n(n2)C(C(F)(F)F)CC(c2cccs2)N3)sc(C)c1C (stereo unspecified)	-7%	-15%	-47%[inhibitor][10 µM]	-4%	5%	5%	2%	1%
CCN(C(=O)CCS(=O)(=O)c1ccc2c(c1)CCN2C(C)=O)c1cccc(C(F)(F)F)c1	-11%	-6%	·	9%[76.3 µM]	·	·	·	-5%
CCCOC(=O)C1=C(C)N(C)C(=O)NC1c1cc2c(cc1[N+](=O)[O-])OCO2 (stereo unspecified)	-8%	-14%	-9%	?	-1%	-1%	-8%	11%
Cc1ccc2[nH]c(C(=O)O)c(NC(=O)[C@@H]3C[C@@H]3c3ccccc3)c2c1	-11%	?	-4%[10 µM]	-27%	1%	3%	·	3%
CCN(CC)CCNC(=O)c1ccc(Cl)c(S(=O)(=O)N2CCCCCC2)c1	-11%	-5%	5%	-12%	-2%	-1%	-1%	-7%

Further structures
Below each compound: Tau fluor cs | Tau fibril ThT | HTT cytoprotect | GAA glycogen mod | aGal spleen mod | aGlu spleen mod | GAA inhib | Tau fibril FP
- CC(C)(C)n1nnc(CCc2nnn(C(C)(C)C)n2)n1
  1% | -11% | ? | 0% | 1% | -12% | -1% | -8%
- CC1CN(S(=O)(=O)c2cccc(C(=O)OCc3cc(=O)oc4cc(O)ccc34)c2)CC(C)O1 (stereo unspecified)
  ? | -3% | -11% | -2% | -1% | -9% | ? | -6%
- OCCC1CN(Cc2ccn[nH]2)CCN1Cc1ccc(F)c(F)c1 (stereo unspecified)
  -11% | -11% | 9%[10 µM] | 14% | 5% | 5% | 5% | -12%
- O=C(CCSc1ccc(Cl)cc1)NCc1ccncc1
  4% | 3% | 15%[10 µM] | 11% | 6% | -8% | -4% | 4%
- O=C(COc1ccc2ccccc2c1)Nc1cccc2c1C(=O)NC2=O
  -9% | -14% | -35% | 24% | 1% | 4% | ? | -4%

In the list so far, these have a Cl atom:
Below each compound: Tau fluor cs | Tau fibril ThT | HTT cytoprotect | GAA glycogen mod | aGal spleen mod | aGlu spleen mod | GAA inhib | Tau fibril FP
- O=C(N/C=C/c1ccc(Cl)cc1)NCc1ccc(Cl)cc1
  ? | -18% | -4% | -2% | 3% | -2% | -2% | 2%
- Cc1c(Br)c(C(=O)NCc2cc3cc(Cl)ccc3[nH]2)nn1C
  ? | -2% | · | 3% | 1% | 2% | -11% | -8%
- O=C(NC1=NCCS1)c1sc2ccccc2c1Cl
  -22% | ? | -18%[10 µM] | -2% | 7% | 7% | -1% | -2%
- CN(C)Cc1c(O)c(Cl)cc2c3c(c(=O)oc12)CCCC3
  -11% | -16% | 10% | ? | ? | ? | ? | -2%
- COc1ccc(C(=O)Nc2cc(OC)c(Cl)cc2OC)cc1
  -12% | -12% | -29% | 0% | 5% | 4% | -5% | 6%
- CCN(CC)CCNC(=O)c1ccc(Cl)c(S(=O)(=O)N2CCCCCC2)c1
  -11% | -5% | 5% | -12% | -2% | -1% | -1% | -7%
- O=C(CCSc1ccc(Cl)cc1)NCc1ccncc1
  4% | 3% | 15%[10 µM] | 11% | 6% | -8% | -4% | 4%

Single values from the list:
Reading for OCCC1CN(Cc2ccn[nH]2)CCN1Cc1ccc(F)c(F)c1 (stereo unspecified) under aGal spleen mod: 5%
Reading for CC(C)(C)n1nnc(CCc2nnn(C(C)(C)C)n2)n1 under GAA glycogen mod: 0%
